High-throughput results as filed in PubChem BioAssay.
MRP reversal: reverses drug resistance mediated by MRP | 85,000 tested, 0.04% active | AID 602 | H69AR cells + 2 uM doxorubicin, CellTiter-Glo, 72 h | differential viability (reversal), % at 10 µM;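 active = viability drop by adding the cancer drug above about 55%, with treated viability meeting a 40% cutoff, limit read from the data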;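 also: viability without doxorubicin minus viability with 2 µM doxorubicin for each compound; larger differential means the compound sensitizes cells more to doxorubicin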
NFkB transloc pot: enhances IL-1B driven NFkB nuclear translocation; HUVEC IL-1B NFkB p65 nuclear translocation imaging; activation, % at 2 µM; 94,000 tested, 0.3% active; AID 819;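 active = activation above 40%, about the mean plus 3 SD, also judged a hit on visual image review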;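 also: percent activation is computed from the nuclear over cytoplasmic p65 intensity ratio; values of inactives mirror those of a sister screen read the other way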
NFkB transloc inh: blocks IL-1B driven NFkB nuclear translocation in HUVEC cells; HUVEC IL-1B NFkB p65 nuclear translocation imaging; inhibition, % at 2 µM; 94,000 tested, 0.43% active; AID 796;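 active = inhibition above about 30% together with a positive call from visual inspection of the well image, limit read from the data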;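 also: nuclear over cytoplasmic p65 intensity ratio measured by imaging; 0% = IL-1B stimulated DMSO wells and 100% = unstimulated DMSO wells; values of inactives mirror those of a sister screen read the other way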
PLAP inhibition: PLAP enzyme inhibitors, biochemical, luminescence, HTS (AID 690); purified PLAP, luminescent substrate; higher % means a stronger effect; 96,000 tested, 0.08% active; inhibition, % at 20 µM, or IC50 in µM where a hit was titrated; in the data active = a potency from the dose series; inactive = the rest, 99 in 100 with inhibition below about 30%; also: strong numbers were not always called active
Bcl-B TR3 displacers: displacers of TR3 peptide from Bcl-B, primary screen, selectivity assay for Bfl-1 inhibitor project, biochemical, fluorescence polarization; displacement, % at 20 µM, or IC50 in µM where a hit was titrated; FP displacement of FITC-TR3 peptide from Bcl-B; higher % means a stronger effect; 96,000 tested, 0.11% active;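 active = displacement above 50% at 20 µM plus a fluorescence interference ratio under 1.5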;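 also: plate controls were wells without compound for no effect and wells lacking Bcl-B protein for full effect; a part of the inactive calls stands beside numbers as strong as those of hits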
MRP reversal cytotoxicity: also measured in MRP reversal; calls as there; viability, %; H69AR cells, CellTiter-Glo, 72 h; measured here: cytotoxicity without doxorubicin
MRP reversal with doxorubicin: second read-out of MRP reversal, no call of its own (marks repeat the call); viability, %; measured here: viability with 2 uM doxorubicin; active compounds read low
NFkB transloc inh cell count 2 µM: second read-out of NFkB transloc inh, no call of its own (marks repeat the call); cell count; measured here: cells passing quality filter;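 raw number of nuclei counted in each imaged well without normalization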
NFkB transloc pot cell count 2 µM: second read-out of NFkB transloc pot, no call of its own (marks repeat the call); cell count; measured here: cells passing quality filter
* hit, by the source's call; nt = no result given.

SMILES | MRP reversal | MRP reversal cytotoxicity | MRP reversal with doxorubicin | NFkB transloc pot | NFkB transloc pot cell count 2 µM | NFkB transloc inh | NFkB transloc inh cell count 2 µM | PLAP inhibition | Bcl-B TR3 displacers
CC(=O)NC(CCS(C)(=O)=O)C(=O)Nc1nccs1 (stereo unspecified) | 0 | 95 | 95 | 10 | 182 | -10 | 182 | -16% | 2%
CS(=O)(=O)N1N=C(c2ccc(Cl)cc2)CC1c1cccs1 (stereo unspecified) | -6 | 72 | 77 | 13 | 189 | -13 | 189 | 27% | -13%
CN(C)c1ccnc(-n2cccc2/C=N/OCc2cccc(F)c2)c1C#N | 18 | 99 | 82 | nt | nt | nt | nt | 15% | 3%
COc1ccc(Cn2nnnc2C(c2cc3ccc(OC)cc3[nH]c2=O)N2CCCCCC2)cc1 (stereo unspecified) | -3 | 54 | 57 | -3 | 159 | 3 | 159 | -58% | -3%
COC(=O)c1sccc1NC(=O)CN(C)NS(=O)(=O)c1ccc([N+](=O)[O-])cc1 | nt | nt | nt | 1 | 168 | -1 | 168 | 22% | 6%
COC(=O)c1ccc(Oc2c(C(F)(F)F)oc3c(CN4CCN(C)CC4)c(O)ccc3c2=O)cc1 | 41 | 105 | 64 | 1 | 83 | -1 | 83 | -46% | 5%
O=C(CCCC(=O)N(CC(=O)NC1CCCC1)Cc1ccccc1)Nc1ccccn1 | nt | nt | nt | 1 | 146 | -1 | 146 | -73% | 1%
COc1ccc(/C=C/c2cc(-c3ccc(C)cc3)o[n+]2C)cc1 | nt | nt | nt | nt | nt | nt | nt | 28% | -7%
CCOC(=O)/C=C1\NC(=O)CS1 | 7 | 102 | 95 | -2 | 98 | 2 | 98 | -11% | -4%
COc1ccccc1OCC(O)CN1C(=O)NC(C)(C)C1=O (stereo unspecified) | 1 | 95 | 94 | -17 | 147 | 17 | 147 | -2% | -8%
CCS(=O)(=O)N1CCC(C(=O)NC2CCCCCCC2)CC1 | 2 | 96 | 94 | -2 | 132 | 2 | 132 | -17% | -2%
Cn1c(=O)oc2cc(S(=O)(=O)N3CCCC(C(=O)NCc4cccs4)C3)ccc21 (stereo unspecified) | 15 | 100 | 85 | 11 | 125 | -11 | 125 | -3% | -1%
CCCS(=O)(=O)N1CCC(C(=O)NCCN2CCCC2)CC1 | -4 | 84 | 88 | -11 | 74 | 11 | 74 | -16% | -3%
O=C(O)c1cccc(N2C(=O)C3CC=CCC3C2=O)c1 (stereo unspecified) | -1 | 102 | 103 | 31 | 135 | -31 | 135 | nt | nt
COc1cccc(C(=O)Nc2c3c(nn2-c2cccc(C)c2C)CS(=O)(=O)C3)c1OC | 23 | 49 | 26 | -11 | 91 | 11 | 91 | -33% | -5%
CC(=O)Nc1ccc(NCC(O)COc2ccccc2)cc1 (stereo unspecified) | -17 | 70 | 87 | 21 | 34 | -21 | 34 | 7% | 2%
CC(C(=O)Nc1ccc(C(=O)O)cc1)N1C(=O)c2ccccc2C1=O (stereo unspecified) | 7 | 89 | 82 | -4 | 93 | 4 | 93 | 6% | 10%
COc1ccc(OC)c(CN2CCCC(C(=O)N3CCCCC3)C2)c1 (stereo unspecified) | -6 | 86 | 92 | 4 | 121 | -4 | 121 | -16% | 6%
COC(=O)CN1C(=O)C(O)(CC(=O)c2ccc(C)o2)c2ccccc21 (stereo unspecified) | 10 | 79 | 69 | 14 | 121 | -14 | 121 | 11% | -5%
O=C(NCc1cccs1)C1CCCN(c2ncccn2)C1 (stereo unspecified) | 1 | 95 | 94 | -8 | 167 | 8 | 167 | 14% | -3%
CCN(CC)S(=O)(=O)c1ccc2nc(NC(=O)c3cccs3)sc2c1 | nt | nt | nt | 9 | 160 | -8 | 160 | 13% | -6%
Cc1cc(C)cc(NC(=S)NCc2ccc3c(c2)OCO3)c1 | nt | nt | nt | -5 | 156 | 5 | 156 | nt | nt
C#CCN1C(=O)C2C(C(=O)NC)C3C=CC2(O3)C1C(=O)NCc1ccc(OC)cc1 (stereo unspecified) | 6 | 89 | 84 | 1 | 116 | -1 | 116 | -10% | 15%
CCSC1=C(C#N)C(c2ccccc2Cl)C(C(=O)c2cccs2)C(O)(C(F)(F)F)N1 (stereo unspecified) | nt | nt | nt | 8 | 164 | -8 | 164 | -11% | -1%
O=C(Oc1ccccc1)c1ccc2nccnc2c1 | -4 | 98 | 102 | 3 | 169 | -3 | 169 | -14% | -10%
Cc1cc(OCC(C)C)ccc1/C(O)=C1/C(=O)C(=O)N(Cc2cccnc2)C1c1ccncc1 (stereo unspecified) | -2 | 103 | 105 | 5 | 174 | -5 | 174 | nt | nt
Cc1ccccc1-n1nc(C(=O)O)cc1-c1ccccc1 | 4 | 89 | 85 | -4 | 123 | 4 | 123 | 2% | -3%
CCc1ccc(/C=C/C(=O)c2c(C)cc(C)[nH]c2=O)cc1 | nt | nt | nt | 6 | 121 | -6 | 121 | -42% | -1%
Cc1ccc(N(C(C)C(=O)Nc2ccc(S(=O)(=O)N3CCOCC3)cc2)S(C)(=O)=O)cc1C (stereo unspecified) | -6 | 79 | 85 | 1 | 152 | -1 | 152 | -49% | -8%
COCc1cc(=O)[nH]c(/N=C(\N)Nc2ccc(C)cc2)n1 | 1 | 93 | 92 | 0 | 154 | 0 | 154 | -22% | -3%
Fc1ccccc1OCCCCCCN1CCCC1 | nt | nt | nt | 2 | 120 | -2 | 120 | -12% | -2%
O=C(CCC(=O)c1cccs1)OCc1nnc(-c2ccccc2)o1 | 6 | 96 | 90 | -10 | 93 | 10 | 93 | 18% | 4%
CC(C)c1ccc(N(CC(=O)Nc2ccc(S(=O)(=O)N3CCOCC3)cc2)S(C)(=O)=O)cc1 | -45 | 30 | 75 | 0 | 176 | 0 | 176 | -84% | -10%
CN(C)CC(=O)Nc1ccc(S(N)(=O)=O)cc1 | 1 | 99 | 98 | 31 | 152 | -31 | 152 | 20% | -6%
Cc1onc(-c2c(F)cccc2Cl)c1C(=O)NC1=NCCS1 | 5 | 78 | 73 | nt | nt | nt | nt | -2% | -7%
CN(C)S(=O)(=O)N(Cc1ccc(Br)cc1)c1ccccc1 | 16 | 98 | 82 | -1 | 163 | 1 | 163 | -8% | 0%
Cc1cc(Oc2ccc(=O)n(C)n2)nc(Oc2ccc(=O)[nH]n2)n1 | 7 | 96 | 89 | 4 | 121 | -4 | 121 | -9% | 4%
O=S1(=O)C[C@@H](N2CCOCC2)[C@H](N2CCOCC2)C1 | -4 | 85 | 89 | 20 | 132 | -20 | 132 | nt | 0%
COc1cccc(C(=O)CN2C3=NCCCN3c3ccccc32)c1 | -6 | 70 | 75 | 4 | 149 | -4 | 149 | 14% | -2%
Cn1nnnc1SCc1ccccc1[N+](=O)[O-] | nt | nt | nt | -3 | 123 | 3 | 123 | 2% | -12%
C=CCn1c(SCC(=O)Nc2cc(C)c(Cl)cc2OC)nnc1-c1ccco1 | -2 | 78 | 80 | -2 | 122 | 2 | 122 | 11% | -7%
CCC(CC)C(=O)c1c[nH]c(C(=O)NCCCN2CCOCC2)c1 | nt | nt | nt | -8 | 166 | 8 | 166 | -9% | 2%
CCOc1ccc(NCCC#N)cc1 | 8 | 103 | 96 | 3 | 158 | -3 | 158 | -6% | 8%
Oc1[nH]c2ccccc2c1C=Nc1ccc2c(c1)OCCO2 | -14 | 61 | 76 | 12 | 121 | -12 | 121 | 27% | -6%
COc1ccc(C(=O)CSc2nnc(CNC(=O)c3ccc(OC)c(OC)c3)n2C)cc1 | 20 | 89 | 69 | 1 | 119 | -1 | 119 | 6% | 9%
CC1CCCCC1NS(=O)(=O)c1ccc(S(=O)(=O)N2CCN(CCC#N)CC2)cc1 (stereo unspecified) | 2 | 99 | 96 | nt | nt | nt | nt | -30% | -1%
N#CCCN(CCC#N)C(=O)COc1ccc(Cl)cc1Cl | -28 | 76 | 104 | 25 | 115 | -25 | 115 | nt | nt
O=C(Nc1cccnc1Cl)c1cc(-c2ccco2)on1 | -17 | 78 | 95 | 2 | 157 | -2 | 157 | 2% | -63%
CC(C)(C)Nc1nc(NC(C)(C)C)nc(-n2ccnc2)n1 | -17 | 31 | 47 | -6 | 98 | 6 | 98 | 29% | -21%
c1ccc2[nH]c(CN3CCN(c4ncnc5c4oc4ccccc45)CC3)nc2c1 | -13 | 7 | 20 | 4 | 161 | -4 | 161 | -80% | 0%
O=C(Nc1cccc(-c2nc3ccccc3s2)c1)c1ccc2c(c1)OCO2 | nt | nt | nt | 5 | 119 | -5 | 119 | 5% | -3%
O=C(OCC1OC2C(Oc3nc(=O)ccn32)C1O)c1ccccc1 (stereo unspecified) | 8 | 92 | 84 | 1 | 102 | -1 | 102 | -29% | -16%
CN1CCN(CC#CCn2c3ccccc3c3ccccc32)CC1 | 8 | 63 | 56 | 1 | 59 | -1 | 59 | -45% | -6%
O=C(NCc1ccco1)[C@@H]1CCCN1C(=O)c1cccs1 | nt | nt | nt | 12 | 115 | -12 | 115 | -47% | 8%
C=CCn1c(SCC(=O)NC2CCCCC2)nnc1C1CCCCC1 | -3 | 76 | 79 | -7 | 172 | 7 | 172 | -18% | 4%
COc1ccc(C(NC(=O)c2ccco2)c2ccc(OC)c(OC)c2)cc1 (stereo unspecified) | 5 | 91 | 86 | -9 | 194 | 9 | 194 | -14% | -7%
O=C(O)c1cc(S(=O)(=O)N2CCCCCC2)c(Cl)cc1Cl | -14 | 94 | 108 | 11 | 135 | -11 | 135 | -29% | 4%
COc1ccc(OC)c(-c2cc(C3CCN(c4ncccc4[N+](=O)[O-])CC3)[nH]n2)c1 | -29 | 49 | 78 | nt | nt | nt | nt | -29% | -4%
CCCC(=Nc1ccccc1)C1=C(O)C(C(=O)OC)C(C)(C)CC1=O (stereo unspecified) | -2 | 86 | 88 | 6 | 101 | -6 | 101 | -32% | 6%
C=CCNC(=O)c1c(Cl)cccc1Cl | nt | nt | nt | -9 | 142 | 10 | 142 | nt | nt
(next part)
SMILES | MRP reversal | MRP reversal cytotoxicity | MRP reversal with doxorubicin | NFkB transloc pot | NFkB transloc pot cell count 2 µM | NFkB transloc inh | NFkB transloc inh cell count 2 µM | PLAP inhibition | Bcl-B TR3 displacers
Cc1cc(C)cc(C(=O)N(c2ccccn2)C(C)c2ccco2)c1 (stereo unspecified) | 5 | 92 | 86 | -7 | 144 | 7 | 144 | -2% | -1%
Cc1nnc(-c2cnn(C)c2N)n1Cc1ccc(Cl)cc1 | 5 | 104 | 99 | 2 | 180 | -2 | 180 | 7% | 24%
COc1cc2c(cc1OC)CN(c1ccc(-c3ccccc3OC)nn1)CC2 | -21 | 51 | 73 | nt | nt | nt | nt | -37% | 4%
Cc1cc(=O)[nH]c(SCC(=O)N2CCCCCC2)n1 | -8 | 91 | 98 | nt | nt | nt | nt | 12% | -1%
CS(=O)(=O)c1ccc2c(c1)SC1=NC(=O)/C(=C/c3ccco3)C(=N)N12 | 4 | 71 | 66 | 18 | 154 | -18 | 154 | -30% | -199%
COc1ccc(CCNC(=O)c2ccc(CS(=O)(=O)c3ccc(C)cc3)o2)cc1OC | 9 | 91 | 81 | 7 | 129 | -7 | 129 | -18% | 13%

Single records, from the list above. Screens in order: MRP reversal | MRP reversal cytotoxicity | MRP reversal with doxorubicin | NFkB transloc pot | NFkB transloc pot cell count 2 µM | NFkB transloc inh | NFkB transloc inh cell count 2 µM | PLAP inhibition | Bcl-B TR3 displacers
Cc1nnc(-c2cnn(C)c2N)n1Cc1ccc(Cl)cc1 across the screens: 5 | 104 | 99 | 2 | 180 | -2 | 180 | 7% | 24%
Cc1cc(C)cc(C(=O)N(c2ccccn2)C(C)c2ccco2)c1 (stereo unspecified) across the screens: 5 | 92 | 86 | -7 | 144 | 7 | 144 | -2% | -1%
CS(=O)(=O)c1ccc2c(c1)SC1=NC(=O)/C(=C/c3ccco3)C(=N)N12 across the screens: 4 | 71 | 66 | 18 | 154 | -18 | 154 | -30% | -199%
COc1cc2c(cc1OC)CN(c1ccc(-c3ccccc3OC)nn1)CC2 across the screens: -21 | 51 | 73 | nt | nt | nt | nt | -37% | 4%
COc1ccc(CCNC(=O)c2ccc(CS(=O)(=O)c3ccc(C)cc3)o2)cc1OC across the screens: 9 | 91 | 81 | 7 | 129 | -7 | 129 | -18% | 13%

An excerpt, so the mix of outcomes need not match the whole.
